mIDH1 inhibitor – human IDH1 R132H inhibition. O75874. IDH1-R132H enzyme, NADPH consumption, diaphorase/resazurin fluorescence. Potency, µM (titrated, usually from 76.6 µM), for the others: top-dose activity change, negative = inhibition, actives largely listed as inhibitors. 390,000 tested, 0.093% active; further: potency means the concentration at half of the fitted maximal effect; on the % scale 0 is the no-effect control and ±100 the full control effect; nearly all actives have a fitted effect of over 65% in size
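IDH1-R132H (0.5 ug/mL) preincubated 30 min with compound, then NADPH (0.016 mM) and alpha-KG (2 mM) added; 80 min at RT, pH 7.5. Remaining NADPH coupled via diaphorase/resazurin to fluorescence (540/590 nm); concentration-response curves normalized to no-enzyme control.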
TrxR1 inh – inhibitors of rat thioredoxin reductase 1; O89049; recombinant rTrxR1, NADPH fluorescence consumption, selenite substrate; Potency, µM (top dose mostly 114 µM), inactives show top-dose activity change, negative = inhibition, actives largely listed as inhibitors; 390,000 tested, 1% active; AID 588453; further: potency means the concentration at half of the fitted maximal effect; on the % scale 0 is the no-effect control and ±100 the full control effect; nearly all actives have a fitted effect of over 65% in size
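Rat TrxR1 (90 nM in the dispensed reagent) was pre-reduced with 400 uM NADPH for 5 min at room temperature, then incubated with compound for 15 min. After 400 uM selenite was added, NADPH fluorescence (Ex 340/Em 450 nm) was followed for 8 min.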
PI4K2A inh – inhibitors of human PI4K2A; Q9BTU6; purified PI4K2A, ADP-Glo luminescence, 1 h; active compounds read low; activity change, negative = inhibition, % at 76.9 µM; 420,000 tested, 0.13% active; in the data active means activity change below about -50%; inconclusive means mostly about -30% to -49%;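 further: -100% = wells without enzyme as full effect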
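PI4K2A activity was measured by ADP-Glo luminescence: enzyme (4 ug/mL stock) and phosphatidylinositol (1.2 mM stock) in Tris pH 7.5/MgCl2/EGTA/Triton X-100 buffer were reacted with ATP (300 microM stock) for one hour at ambient temperature.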
PGK inhibitor – inhibitors of T. brucei phosphoglycerate kinase; AID 602233; P07378; PGK/GAPDH coupled, Kinase-Glo luminescence, 60 min; Potency, µM (series often up to 57.5 µM), for the others: at the top dose activity change, negative = inhibition, most hits filed as inhibitors; 380,000 tested, 0.043% active; further: potency means the concentration at half of the fitted maximal effect; on the % scale 0 is the no-effect control and ±100 the full control effect; nearly all actives have a fitted effect of over 60% in size
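Luminescent ATP detection (Kinase-Glo Plus) follows a 60-minute room-temperature incubation, with wells lacking PGK as controls. Buffer: 100 mM TEA (pH 7.6), 5 mM MgCl2, 0.01% Tween-20. Coupling enzyme GAPDH (100 nM final) supplies unstable 1,3-BPG in-well.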
Pin1 inh – inhibitors of human Pin1 | Q13526 | Pin1 FP peptide displacement, HiFluor488, 10 min | Potency, µM (highest dose often 115 µM), inactives show top-dose activity, negative = inhibition, actives largely listed as inhibitors | 390,000 tested, 0.009% active | AID 504891; active means well fitted inhibition curve with a large enough effect in the polarisation, with a control signal flat, not every such curve was filed as active; inconclusive means small, poorly fitted or top-dose-only effect, or effect the other way, or a change in a side signal; inactive means no such curve, though single readings can be large or run the other way; the % refers to the polarisation; further: potency means the concentration at half of the fitted maximal effect; on the % scale 0 is the no-effect control and ±100 the full control effect
Target sequence (Q13526 whole entry, looked up): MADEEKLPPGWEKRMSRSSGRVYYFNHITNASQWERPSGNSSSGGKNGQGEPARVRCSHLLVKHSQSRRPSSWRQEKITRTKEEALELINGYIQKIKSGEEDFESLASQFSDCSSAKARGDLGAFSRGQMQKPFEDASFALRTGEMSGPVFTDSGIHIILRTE
USP1 inh – USP1/UAF1 (human) deubiquitinase inhibition. Potency, µM (top dose mostly 57.1 µM), for the others: at the highest dose activity change, negative = inhibition, usual class: inhibitors. 390,000 tested, 0.23% active. O94782. recombinant USP1/UAF1, Ub-Rhodamine cleavage fluorescence; further: potency means the concentration at half of the fitted maximal effect; on the % scale 0 is the no-effect control and ±100 the full control effect; nearly all actives have a fitted effect of over 60% in size; inactives centre near -12
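Step one: compound is pinned into 1nM USP1/UAF1 in HEPES pH 7.8 buffer with TCEP. Step two: 15 min room-temperature incubation. Step three: Ub-Rho (150nM final) starts cleavage, tracked by fluorescence over six one-minute reads.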
HP1b chromo inh – blocks HP1-beta chromodomain binding to methylated histone tails; AID 540317; 390,000 tested, 0.56% active; P83916; AlphaScreen HP1-beta / biotin-H3K9me3 peptide binding; Potency, µM (titrated, usually from 114 µM), for inactives: at the highest dose activity change, negative = inhibition, actives largely listed as inhibitors; further: potency means the concentration at half of the fitted maximal effect; nearly all actives have a fitted effect of over 70% in size; inactives centre near 23
Target sequence (P83916 whole entry, looked up): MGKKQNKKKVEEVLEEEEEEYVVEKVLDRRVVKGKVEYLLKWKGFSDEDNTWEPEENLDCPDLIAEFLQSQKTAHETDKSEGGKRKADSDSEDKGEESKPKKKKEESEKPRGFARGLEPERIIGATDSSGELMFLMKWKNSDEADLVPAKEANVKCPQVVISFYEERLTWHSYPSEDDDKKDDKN
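Compound inhibition of the preformed complex between 50 nM HP1-beta and 50 nM biotinylated H3K9me3 peptide was read by AlphaScreen. Buffer was PBS pH 7.4 with 0.01% Tween-20. Incubations ran 30 min at room temperature, with 10 ug/mL donor/acceptor beads.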
TrxR1 substrate – substrates of rat thioredoxin reductase 1 | O89049 | purified TrxR1 substrate turnover, NADPH consumption readout | Potency, µM (highest dose often 114 µM), for the others: at the highest dose activity change, negative = substrate turnover | 390,000 tested, 0.01% active | AID 588456; further: potency means the concentration at half of the fitted maximal effect; on the % scale 0 is the no-effect control and ±100 the full control effect; nearly all actives have a fitted effect of over 50% in size
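Rat TrxR1, dispensed at 90 nM, was prereduced with 400 uM NADPH (final) for 5 min at ~22 deg C, then incubated with compound 15 min before 400 uM selenite. A first-read NADPH fluorescence drop versus no-compound background flagged substrates.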
GLS inh – glutaminase GLS (human) inhibition; 410,000 tested, 0.21% active; Potency, µM (titrated, usually from 45.5 µM), for the others: at the top dose activity change, negative = inhibition, actives largely listed as inhibitors; GLS enzymatic activity, qHTS titration; further: potency means the concentration at half of the fitted maximal effect; on the % scale 0 is the no-effect control and ±100 the full control effect
Target sequence (O94925 whole entry, looked up): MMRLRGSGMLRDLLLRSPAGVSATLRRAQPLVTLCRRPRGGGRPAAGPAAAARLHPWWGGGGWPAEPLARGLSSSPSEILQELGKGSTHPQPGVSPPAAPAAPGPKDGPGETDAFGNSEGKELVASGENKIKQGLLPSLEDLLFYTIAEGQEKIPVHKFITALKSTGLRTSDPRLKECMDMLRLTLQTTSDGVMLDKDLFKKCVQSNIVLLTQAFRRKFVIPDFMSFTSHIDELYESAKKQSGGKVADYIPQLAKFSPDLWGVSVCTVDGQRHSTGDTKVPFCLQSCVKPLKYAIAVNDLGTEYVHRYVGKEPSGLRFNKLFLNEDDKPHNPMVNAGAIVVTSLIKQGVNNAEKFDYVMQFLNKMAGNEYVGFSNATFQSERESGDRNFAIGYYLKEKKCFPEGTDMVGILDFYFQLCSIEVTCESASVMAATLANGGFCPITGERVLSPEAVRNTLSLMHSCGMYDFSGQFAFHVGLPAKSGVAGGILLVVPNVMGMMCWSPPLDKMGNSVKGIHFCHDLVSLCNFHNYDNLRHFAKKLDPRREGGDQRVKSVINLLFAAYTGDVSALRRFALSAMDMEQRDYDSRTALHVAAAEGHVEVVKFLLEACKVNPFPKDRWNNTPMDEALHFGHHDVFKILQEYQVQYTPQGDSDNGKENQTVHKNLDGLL
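Glutamate formation by hKGA was monitored fluorometrically using coupled glutamate oxidase, HRP and Amplex Red. Substrate was added as 1 mM L-glutamine solution; incubation was 30 min at RT after an initial read.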
An asterisk follows results filed as active; i = inactive; ? = inconclusive; . = no result given; [ ] = dose if it differs, or a comment. Unless noted, the call rests on the fitted dose curve; in most records, active means well fitted curve in the direction sought with a large enough effect; inconclusive means small, poorly fitted or top-dose-only effect, or another doubt; inactive means no such curve, though single readings can be large; an effect the other way counts as inactive or inconclusive. Some of the compounds tested; rates above refer to the full screens.

structure	mIDH1 inhibitor	TrxR1 inh	PI4K2A inh	PGK inhibitor	Pin1 inh	USP1 inh	HP1b chromo inh	TrxR1 substrate	GLS inh
COc1ccccc1-c1c(C)nn2c(N3CCN(c4ccc(F)cc4)CC3)cc(C)nc12	-5.6%	23.8%[57.1 µM]	0.5	-13.2%	2.2%	-4.8%	13.0%	5.1%[57.1 µM]	3.0%
CCN(CC)CCCN1C(=O)C(=O)/C(=C(/O)c2ccc(Cl)cc2)C1c1ccccn1 (configuration not stated)	-6.2%	1.4%[57.1 µM]	1.0	-2.4%	-14.6%	-22.7%	16.0%	3.7%[57.1 µM]	13.0%
Cc1ccc(S(=O)(=O)N2C[C@H]3N(C(=O)OC(C)C)N(C(=O)OC(C)C)C[C@H](OC(=O)NCc4ccccc4)[C@@]3(O)C2)cc1	15.5%	.	2.5	-5.5%	.	-21.8%	.	.	-12.6%
CSc1ccc(CCNC(=O)CCc2nnc3ccc(N4CCCCC4)nn23)cc1	-0.6%	15.7%	-4.7	-8.2%	-2.0%	2.0%	36.1%[activator]	-1.8%	1.1%
CC(C)(C)c1ccc(C(=O)OCC(=O)NCc2ccco2)cc1	0.4%	22.6%	-6.5	i	0.9%	-19.6%	11.1%	-0.2%	0.2%
O=C(NCC1CCCO1)c1sc2ccccc2c1Cl (configuration not stated)	2.9%	6.8%	-2.6	i	4.0%	-9.8%	32.9%	1.3%	5.2%
O=C1c2ccc(Cl)cc2S(=O)(=O)c2cccc(C(=O)N3CCN(c4ccc(Cl)cn4)CC3)c21	0.0%	3.6%	1.3	-1.4%	-8.4%	-19.4%	-17.8%	-0.4%	-7.8%
CC(=O)c1c(C)[nH]c(C(=O)COC(=O)CN2C(=O)C3CCCCC3C2=O)c1C (configuration not stated)	5.9%	-19.7%	11.1	-7.7%	0.6%	-9.0%	21.6%	-13.6%	-14.9%
COc1ccc(OC)c(NC(=O)CCNS(=O)(=O)c2cccc3nonc23)c1	3.7%	1.7%	3.5	3.2%	0.3%	?	9.8%	-1.2%	6.4%
Cc1ccc(Nc2nc(N)nc(CN3CCCCCC3)n2)c(C)c1	2.0%	-54.7%	9.3	-0.7%	16.4%	4.5%	13.7%	12.3%[57.1 µM]	9.0%
O=C(OCC(=O)c1ccccc1Br)c1ccncc1	-1.1%	10.3%[57.1 µM]	-2.5	i	6.0%	-20.3%	17.4%	7.2%[57.1 µM]	6.5%
Cn1ccc(C(=O)OCC(=O)Nc2cccc3ccccc23)n1	-2.6%	7.0%[57.1 µM]	3.1	9.5%	-0.2%	-5.3%	13.5%	7.7%[57.1 µM]	8.3%
Cc1cc2nc(-c3ccc[nH]c3=O)n(Cc3cccc(F)c3)c2cc1C	0.0%	12.0%	-0.9	3.3%	-10.2%	-14.3%	34.5%	269.4%[activator]	14.6%
CC1CCN(CCCn2c(=S)[nH]c3c(sc4ccccc43)c2=O)CC1	9.9%	-5.1%[57.1 µM]	-3.9	-2.5%	-10.7%	-0.7%	1.3%	-6.5%	-40.1%
CCOC(=O)N1CCC(N(CCN(C)C)C(=S)Nc2cc(Cl)cc(Cl)c2)CC1	-9.0%	22.8%	5.0	-11.0%	-1.9%	-10.9%	31.5%	-1.5%	-2.2%
CCC(CC)C(=O)c1c[nH]c(C(=O)OC)c1	5.1%	10.3%[57.1 µM]	-20.0	4.6%	-2.5%	-17.4%	49.8%[activator]	10.4%[57.1 µM]	4.3%
Nc1c(C(=O)NCCc2ccccc2)nnn1Cc1ccccc1	4.3%	-3.1%	0.7	0.3%	0.3%	-5.4%	13.4%	-6.6%	-1.1%
Cc1noc(C)c1C(=O)Nc1nc(-c2cccs2)cs1	-5.3%	25.6%	-4.3	0.6%	4.1%	0.5%	26.7%	-4.7%	6.3%
COc1cc(NC(=O)CCc2c(C)nc3nc(C)nn3c2C)cc(OC)c1	2.8%	3.5%	-1.3	4.8%	?	4.2%	42.7%[activator]	-3.9%	2.1%
CC1=C(C(=O)OC(C)C)C(c2cccs2)N2C(=O)C(C)SC2=N1 (configuration not stated)	8.1%	20.9%	-12.3	-2.6%	10.7%	-14.6%	15.2%	5.0%	9.9%

Going on with the list.
structure	mIDH1 inhibitor	TrxR1 inh	PI4K2A inh	PGK inhibitor	Pin1 inh	USP1 inh	HP1b chromo inh	TrxR1 substrate	GLS inh
Cc1ccc(C)c(N(CC(=O)NC(C)(C)C)C(=O)CNC(=O)c2cccs2)c1	-15.0%	9.0%[57.1 µM]	4.1	-2.4%	0.9%	-22.5%	16.9%	2.9%[57.1 µM]	-0.2%
O=C1OC(C(=O)NCc2ccccc2)Cc2ccccc21 (configuration not stated)	1.7%	36.0%	-1.1	i	-0.4%	-25.9%	45.6%[activator]	8.5%	-4.6%
CN(C)S(=O)(=O)N1CCC(Oc2ccc(C(=O)NC3Cc4ccccc4C3)cc2)CC1	-7.3%	11.0%	4.4	-6.4%	-0.3%	-14.8%	29.6%	2.6%	-8.6%
O=C(Nc1cccc(Cl)c1)c1ccc2c(c1)CCN2S(=O)(=O)c1ccccc1	-9.6%	18.0%	-0.1	6.7%	23.4%	-22.2%	42.4%[activator]	4.9%	5.3%
CN(CC(=O)Nc1ccc(F)c(F)c1F)C(=O)Cc1ccc2c(c1)OCCO2	11.6%	-12.8%	-0.3	-9.9%	0.6%	-13.5%	38.0%	-9.5%	-7.6%
CCN(CC)S(=O)(=O)c1ccc(OCC(=O)NC(=O)Cc2ccccc2)c([N+](=O)[O-])c1	9.1%	16.6%	6.4	-7.6%	11.5%	-20.0%	-26.1%[57 µM]	-0.8%	12.9%
CCCC1c2ccc(C)n2CCN1C(=O)Nc1ccc(F)cc1 (configuration not stated)	-1.0%	?	19.5	5.6%	?	-16.5%	-1.9%	7.3%	0.7%
CCC(=O)Nc1cccc(NC(=O)CSc2nnc(-c3ccc(NS(C)(=O)=O)cc3)n2C)c1	1.8%	10.3%	-3.5	i	3.5%	-14.8%	41.8%	1.6%	-7.5%
CCN(CC(=O)Nc1c(F)cccc1F)C(=O)CSCC(=O)Nc1ccc(OC)cc1	1.6%	20.9%	-0.2	-9.5%	2.7%	-3.6%	1.8%	3.7%	0.7%
CCSc1ccc([C@@H]2[C@@H]3C(=O)N(CC)C(=O)[C@@H]3[C@]3(C(=O)OC)CCCN23)cc1	-2.7%	-1.2%	5.1	i	7.9%	-20.3%	35.4%	29.1%	1.2%
Cc1cc(C(=O)CN2CCCC2)c(C)n1-c1ccc(Cl)cc1	0.4%	-30.8%	2.9	0.5%	5.5%	-18.7%	4.8%	-8.2%	-7.9%
Cc1ccn2cc(CCNC(=O)C3CC=CCC3C(=O)O)nc2c1 (configuration not stated)	2.7%	22.7%	-4.8	-3.0%	-1.6%	-16.4%	39.0%[activator]	43.4%[activator]	7.7%
O=CNc1c(Br)cc2c(c1Br)Cc1cc(Br)ccc1-2	1.1%	10.8%	-3.3	i	-9.5%	-19.8%	30.6%	0.7%	-8.3%
CCNC(=O)Oc1ccc(-c2csnn2)cc1	0.9%	-5.3%[57.1 µM]	5.9	1.6%	-7.3%	-14.9%	23.1%	3.0%[57.1 µM]	0.0%
Cc1ccc(C(=O)Nc2ccccc2)cc1S(=O)(=O)Nc1ccccc1	0.0%	8.3%	2.3	7.0%	6.8%	-26.0%	23.0%	-0.7%	-0.4%
Cc1ccc(C(=O)NC2CCN(CC(=O)NCc3cccs3)CC2)cc1	8.5%	26.7%[57.1 µM]	-1.5	i	-0.3%	-3.4%	27.5%	-12.3%[57.1 µM]	-14.2%
CCn1c(=O)c2c3c(sc2n2c(=S)[nH]nc12)CCC3	1.8%	?	8.8	-6.9%	0.4%	-13.6%	3.7%	-3.4%	-2.2%
Nc1nc(SCC(=O)N2CCCc3ccccc32)n[nH]1	-7.5%	28.6%	-4.9	1.9%	-1.6%	1.0%	40.6%	-1.0%	23.5%
O=C(CN(Cc1ccc(Cl)cc1)C(=O)CNS(=O)(=O)c1ccccc1)NCC1CCCO1 (configuration not stated)	8.5%	8.1%[57.1 µM]	3.7	i	1.2%	-17.0%	30.7%	6.6%[57.1 µM]	0.6%
CCN(CC)S(=O)(=O)c1cc(-c2nnc(-c3ccc(Br)cc3)o2)ccc1Br	0.4%	13.2%[57.1 µM]	8.7	i	?	1.2%	32.7%	-11.6%	0.2%
CCCCN(C(=O)c1cccc(S(=O)(=O)N2CCN(Cc3ccccc3)CC2)c1)c1ccccc1	0.0%	25.5%	4.4	-14.2%	-3.2%	-26.1%	0.6%	-3.1%	-6.2%
OCC[C@H]1C[C@@H](O)[C@H](O)[C@@]2(Cc3ccccc3CO2)O1	4.7%	24.9%	-2.7	-7.4%	-9.1%	-29.4%	40.2%[activator]	7.9%	0.7%
Cc1ccccc1NC(=S)N(C)Cc1cn(C)c2ccccc12	8.1%	-24.5%	7.9	-5.8%	-2.8%	-7.7%	8.3%	-8.8%	2.2%
